From PubChem
BLM helicase inh: inhibitors of human Bloom syndrome helicase BLM. P54132. recombinant BLM DNA unwinding, fluorescence dequenching. Potency, µM (series often up to 56.1 µM), for the others: top-dose activity change, negative = inhibition, actives largely listed as inhibitors. 0.2% of 350,000 active;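 note: plate controls were vehicle for no effect and no enzyme for full effect; nearly all actives have a fitted effect of over 35% in size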
BAZ2B inh: blocks human BAZ2B | Q9UIF8 | AlphaScreen BAZ2B-H3K14Ac peptide displacement | Potency, µM (top dose mostly 114 µM), without a hit: at the top dose activity change, negative = inhibition, hits mostly inhibitors | 4.4% of 360,000 active | AID 504333; note: % is set by controls: 0 for no effect and ±100 for the full control effect; nearly all actives have a fitted effect of over 60% in size
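Protein-peptide AlphaScreen: BAZ2B 50 nM, b-H3K14Ac 50 nM, 1x PBS pH 7.4 + 0.01% Tween-20. Preincubation 30 min RT; cpd 30 min RT (top 110 uM); beads 20 min RT, light-protected.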
G9a inh: blocks human histone lysine methyltransferase G9a; AID 504332; G9a H3K9 monomethylation, AlphaScreen, 2 h; Q96KQ7; Potency, µM (titrated, usually from 102 µM), for inactives: at the top dose activity, negative = inhibition, usual class: inhibitors; 8.8% of 350,000 active; note: % is set by controls: 0 for no effect and ±100 for the full control effect; nearly all actives have a fitted effect of over 75% in size
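G9a (20 nM) was preincubated 15 min with compound, then reacted 2 h at room temperature with 500 nM biotin-H3K9 peptide and 20 µM SAM. Monomethyl-H3K9 detected by AlphaScreen using anti-H3K9me1 antibody.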
Pol beta inh: blocks human DNA polymerase beta activity | Pol beta primer extension/strand displacement, fluorescence kinetic | Potency, µM (highest dose often 114 µM), for the others: top-dose activity change, negative = inhibition, usual class: inhibitors | 1.3% of 340,000 active; note: % is set by controls: 0 for no effect and ±100 for the full control effect
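10 nM enzyme + cpd, 15 min RT; start with substrate 50 nM final; read 0 min and after 10 min RT. Corrected, normalized data; 4-parameter Hill curve fit.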
Pol iota inh: inhibitors of human DNA polymerase iota | Pol iota fluorescent replication assay, 10 min | Potency, µM (series often up to 115 µM), without a hit: top-dose activity, negative = inhibition, actives largely listed as inhibitors | 1% of 390,000 active | AID 588590 | Q9UNA4
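Fluorescent replication assay read twice, at 0 min and 10 min after adding 50 nM (final) substrate. Enzyme (10 nM) and compounds were first incubated 15 min at room temperature; enzyme-free buffer wells were negative controls.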
JMJD2A Tudor inh: blocks the human JMJD2A Tudor domain. O75164. AlphaScreen JMJD2A-Tudor / H3K4me3 peptide binding. Potency, µM (top dose mostly 114 µM), for inactives: at the highest dose activity change, negative = inhibition, usual class: inhibitors. 4.4% of 390,000 active. AID 504339; note: % is set by controls: 0 for no effect and ±100 for the full control effect; nearly all actives have a fitted effect of over 50% in size
POLH inh: inhibitors of human DNA polymerase eta. Q9Y253. recombinant Pol eta, fluorescent DNA replication assay. Potency, µM (highest dose often 114 µM), without a hit: at the highest dose activity change, negative = inhibition, most hits filed as inhibitors. 1.2% of 390,000 active. AID 588591; note: % is set by controls: 0 for no effect and ±100 for the full control effect
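Pol eta (10 nM) was preincubated with compounds for 15 min at room temperature, after which fluorescent replication substrate (50 nM final) was added to start the reaction. Fluorescence was read kinetically at 0 and 10 min.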
POLK inh: inhibitors of human DNA polymerase kappa. Q9UBT6. purified Pol kappa, fluorescent DNA synthesis assay, 10 min. Potency, µM (titrated, usually from 107 µM), for inactives: top-dose activity, negative = inhibition, hits mostly inhibitors. 0.53% of 400,000 active. AID 588579; note: % is set by controls: 0 for no effect and ±100 for the full control effect
Target sequence (Q9UBT6 whole entry, looked up): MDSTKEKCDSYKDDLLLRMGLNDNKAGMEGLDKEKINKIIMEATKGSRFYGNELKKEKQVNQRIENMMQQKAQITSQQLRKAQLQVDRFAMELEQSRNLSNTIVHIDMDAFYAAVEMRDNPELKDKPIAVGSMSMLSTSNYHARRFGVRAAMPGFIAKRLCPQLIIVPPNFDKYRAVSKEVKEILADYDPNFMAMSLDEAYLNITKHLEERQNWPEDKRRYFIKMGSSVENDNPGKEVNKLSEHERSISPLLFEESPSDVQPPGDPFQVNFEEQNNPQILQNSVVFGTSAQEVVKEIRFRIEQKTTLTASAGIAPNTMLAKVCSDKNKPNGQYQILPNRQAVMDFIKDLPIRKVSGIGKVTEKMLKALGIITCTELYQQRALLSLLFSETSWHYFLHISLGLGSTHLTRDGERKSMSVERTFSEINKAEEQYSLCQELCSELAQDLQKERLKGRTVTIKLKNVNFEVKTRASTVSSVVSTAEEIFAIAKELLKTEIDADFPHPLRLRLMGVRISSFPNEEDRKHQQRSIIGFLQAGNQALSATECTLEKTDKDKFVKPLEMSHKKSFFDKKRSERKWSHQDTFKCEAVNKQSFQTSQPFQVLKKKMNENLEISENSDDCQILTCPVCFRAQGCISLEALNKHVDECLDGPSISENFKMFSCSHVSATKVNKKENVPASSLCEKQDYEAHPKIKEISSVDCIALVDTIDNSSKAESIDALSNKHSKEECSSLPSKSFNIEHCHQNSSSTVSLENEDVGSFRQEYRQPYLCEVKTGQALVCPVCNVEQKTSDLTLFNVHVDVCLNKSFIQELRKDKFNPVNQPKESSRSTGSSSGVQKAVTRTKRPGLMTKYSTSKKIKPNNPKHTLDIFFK
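Enzyme at 10 nM met test compounds for 15 min at room temperature. Substrate addition (50 nM final) began the reaction, which was monitored by fluorescence at 0 and 10 min.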
APE1 inh: blocks human APE1 abasic DNA cleavage; 0.35% of 350,000 active; Potency, µM (titrated, usually from 65.8 µM), inactives show top-dose activity change, negative = inhibition, most hits filed as inhibitors; recombinant APE1, TAMRA/BHQ-2 abasic DNA cleavage fluorescence;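 note: plate controls were vehicle for no effect and reference inhibitor for full effect; nearly all actives have a fitted effect of over 55% in size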
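APE1 at 0.75 nM preincubated 15 min at room temperature with compound. Reaction then started with 50 nM double-stranded THF-abasic substrate labelled with TAMRA/BHQ-2, and 525/598 nm fluorescence read kinetically. Activity taken as third-minus-first read difference, normalized to DMSO and NSC13755 controls.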
* marks the source's active call; other numbers are inactive results; ? = inconclusive; / = not tested or not shown; [ ] = dose if it differs, or a comment. Calls come from the whole dose curve; as a rule, active = well fitted curve in the direction sought with a large enough effect; inconclusive = small, poorly fitted or top-dose-only effect, or another doubt; inactive = no such curve, though single readings can be large; an effect the other way counts as inactive or inconclusive. Potency is the fitted concentration of half-maximal effect. The list is partial (hit frequency here may not be typical).

SMILES	BLM helicase inh	BAZ2B inh	G9a inh	Pol beta inh	Pol iota inh	JMJD2A Tudor inh	POLH inh	POLK inh	APE1 inh
O=C(COC(=O)CNS(=O)(=O)/C=C/c1ccccc1)NC1CCS(=O)(=O)C1 (configuration not stated)	2%	?	-29%[59 µM]	6%	7%	-1%	-3%	5%	2%
O=C(CSc1nc(-c2ccco2)cc(C(F)(F)F)n1)N1CCc2ccccc2C1	-15%	-29%	13µM*	-14%	?	-1%	-24%	-19%	-6%
O=C(NC(=S)NC(CO)Cc1ccccc1)c1ccc(F)cc1 (configuration not stated)	-5%	8%	51%	12%	55%[activator]	-23%	-17%	-6%	16%
C[C@H](CO)N1C[C@H](C)[C@@H](CN(C)S(=O)(=O)c2ccc(F)cc2)Oc2ccc(NC(=O)CCN3CCOCC3)cc2C1=O	/	/	/	/	3%	-12%	-8%	16%	21%
Nc1ccc(C(=O)C(=O)c2ccc(N)cc2)cc1	-3%	-4%	2%	-10%	-13%	-4%	-7%	-9%	15%
Cc1ccc(S(=O)(=O)C(C#N)=C2N(C)c3ccccc3N2C)cc1	0%	-4%	6%	1%	-6%	-7%	-11%	1%	7%
C/C(CCc1ccc2c(c1)OCO2)=N\NC(=O)c1ccccc1Br	-6%	-4%	-26%	1%	24%	-24%	-3%	-17%	-2%
O=c1c(N2CCN(c3ccc(F)cc3)CC2)csc2ccc(F)cc12	-3%	-29%	-5%[59 µM]	-9%	21%	-16%	-20%	-9%[60.1 µM]	/
O=C(NCCc1csc(-c2ccc(C(F)(F)F)cc2)n1)c1ccccc1Cl	-1%	1%	22%[59 µM]	1%	23%	-9%	-15%	-5%[60.1 µM]	/
O=C(COc1ccccc1Cl)Nc1ccccc1C(=O)NC1CC1	/	12%	3%	/	2%	-1%	-13%	-12%	1%
CCOC(=O)C1=C(C)NC(=O)C1CC(=O)Nc1ccccc1 (configuration not stated)	-1%	-10%	3.5µM*	-1%	/	/	/	/	7%
COc1ccc(OC)c(C(C[N+](=O)[O-])c2c(C)cc3ccccn23)c1 (configuration not stated)	-9%	?	45µM*	-10%	39%[activator]	?	-18%	-1%	30%
COc1ccc(C)cc1S(=O)(=O)N1CCC2(CC1)OCCN2S(=O)(=O)c1ccccc1	/	9%	-3%[59 µM]	/	9%	2%	-8%	-23%	22%
NS(=O)(=O)c1ccc(CCNC(=O)CN2CCN(S(=O)(=O)c3ccccc3F)CC2)cc1	/	/	/	/	-19%	-23%	-9%	2%	25%
CCn1c(SCC(=O)N2CCCCC2C)nnc1-c1ccco1 (configuration not stated)	-4%	4%	35µM*	1%	65%[activator]	-13%	-3%	0%	21%
Cc1ccc(NC2Sc3ccccc3NC2=O)cc1 (configuration not stated)	-3%	-35%	1.8µM*	32%	11%	50µM*	-8%	4%	8%
O=[N+]([O-])c1cccc(/C=C/c2nc(C=Nc3ccc4ccccc4c3)c(O)o2)c1	-3%	-5%	5%	4%	10%	-16%	-3%	-18%	-7%
NC(=O)[C@@H]1CCCN1C(=O)c1cc(COc2ccc3c(c2)CCCC3)on1	1%	-4%	/	4%	24%	-21%	-15%	-12%	-11%
O=C(CN(Cc1ccccc1)C1=NCCS1)c1ccccc1	-7%	10%	50µM*	24%	9%	-14%	-14%	8%	1%
CCS(=O)(=O)c1ncc(Cl)c(C(=O)Nc2ccccc2OC)n1	-6%	-7%	/	19%	19%	-5%	-19%	10%	-13%
CC1CCN(C(=O)CSc2nc(=O)n3cc(Cl)ccc3n2)CC1	/	-1%	3%	/	7%	-21%	?	-22%	-9%
O=c1cc(Cl)c2ccccc2n1-c1ccccc1	-1%	-16%	-1%	-2%	28%	-11%	-16%	-10%	44%
CCOc1ccc(CCNC(=O)C2Cc3ccccc3N2C(=O)CC)cc1 (configuration not stated)	-4%	-13%	-7%[12.7 µM]	39%	0%	-4%	8%	-9%[60.1 µM]	/
CCC(C)NC(=O)COC(=O)c1oc2ccccc2c1CSc1ccc(Cl)cc1 (configuration not stated)	-1%	6%	4%[59 µM]	4%	-4%	-15%	-1%	?	-3%
Cn1c(Cc2c[nH]c3ccccc23)n[nH]c1=S	-6%	7%	?	42%	-11%	5µM*	-14%	-12%	21%

Profiles, quoted from the list. Order of screens: BLM helicase inh	BAZ2B inh	G9a inh	Pol beta inh	Pol iota inh	JMJD2A Tudor inh	POLH inh	POLK inh	APE1 inh
O=C(NC(=S)NC(CO)Cc1ccccc1)c1ccc(F)cc1 (configuration not stated) is listed as -5%	8%	51%	12%	55%[activator]	-23%	-17%	-6%	16%
C[C@H](CO)N1C[C@H](C)[C@@H](CN(C)S(=O)(=O)c2ccc(F)cc2)Oc2ccc(NC(=O)CCN3CCOCC3)cc2C1=O is listed as /	/	/	/	3%	-12%	-8%	16%	21%

Additional compounds.
SMILES	BLM helicase inh	BAZ2B inh	G9a inh	Pol beta inh	Pol iota inh	JMJD2A Tudor inh	POLH inh	POLK inh	APE1 inh
COc1ccc(C(C)(C)C)cc1NC(=O)COC(=O)c1cc(SC)ccc1Cl	-5%	9%	-3%	-3%	1%	-3%	-9%	-5%	-1%
Cc1cccc(C(=O)OC(C)C(=O)NC(=O)NC2CCCCC2)c1O (configuration not stated)	/	-5%	-39%	/	-3%	1%	-14%	-8%	13%
COc1ccc(OC)c(NC(=O)c2cc3c(cc2Cl)N2CCCCCC2=NS3(=O)=O)c1	/	/	/	/	60%[activator]	-13%	-14%	-4%	8%
O=C(Nc1nccs1)c1cc(-c2ccco2)nc2ccccc12	-27%	50µM*	?	7.1µM*	22µM*	-32%	4µM*	?	?
COc1ccc(/C=N/NC(=O)CC(=O)NCc2cccnc2)cc1[N+](=O)[O-]	-2%	-35%	-1%	-1%	8%	-8%	-14%	-6%	44%
COc1cccc(-c2cc(C(=O)NCCCN3CCOCC3)no2)c1	1%	1%	17%[59 µM]	18%	118%[activator]	4%	-13%	-5%	22%[12.4 µM]
CCN(CC(=O)NCc1ccc(F)cc1)C(=O)CCNS(=O)(=O)c1cccc(C)c1	/	29%	-21%[12.7 µM]	/	-12%	-11%	-7%	-17%	-5%
Cc1ccc(CN2C(=O)CCC2C(=O)N2CCN(c3ccccc3)CC2)cc1 (configuration not stated)	-3%	-18%	-29%	13%	12%	5%	-6%	10%	6%
O=S(=O)(/C=C/c1ccccc1)N1CCN(c2nc(-c3ccccc3)nc3ccccc23)CC1	-2%	/	-5%	0%	33%[activator]	-7%	-9%	-5%	-2%
O=C(Nc1ccc(C(F)(F)F)cc1)N1CCN(C(=O)c2ccco2)CC1	-1%	2%	/	23%	-10%	1%	0%	-5%	-23%
O=S(=O)(NCCc1ccccc1)c1cccc(S(=O)(=O)N2CCOCC2)c1	-1%	10%	-14%[59 µM]	9%	-10%	-8%	-4%	-11%	-1%
Nn1c(SCC(=O)Nc2ccc(F)cc2)nnc1-c1cccnc1	3%	8%	?	2%	15%	-10%	-16%	-3%	-1%
Cc1ccc(-c2nc(NC(=O)CSc3ncnc4sc5c(c34)CCC(C)C5)ns2)cc1 (configuration not stated)	-2%	-10%	2%[59 µM]	7%	6%	-15%	15%	-8%	/
COc1ccc(/C=N/NC(=O)c2cccnc2)cc1CN1CCOCC1	1%	1%	/	20%	95%[activator]	6%	-6%	0%	-3%
Cc1c(N/C(=N/S(=O)(=O)c2cc([N+](=O)[O-])ccc2Cl)c2ccccc2)c(=O)n(-c2ccccc2)n1C	-1%	12%	-41%	-6%	93%[activator]	-20%	-1%	-19%	5%
COc1ccc(/C=C/C(=O)Nc2cccc(S(=O)(=O)NC3=NCCCCC3)c2)cc1	-3%	-19%	-28%	0%	10%	-13%	2%	-3%	-7%
CCOc1ccc(N(CC(=O)N2CCN(c3ccc(F)cc3)CC2)S(=O)(=O)c2c(C)noc2C)cc1	-7%	-28%	6%	3%	-9%	-33%	-20%	6%	48%[activator]
O=C(C1=C[C@H](c2csc3ccccc23)C[C@H](OCc2ccc(CO)cc2)O1)N1CCN(Cc2ccccc2)CC1	-10%	-31%	-4%[12.7 µM]	-1%	6%	?	-2%	-15%	-6%
Cc1ccc2c(c1)-c1cc(C)nn1C(c1cc(Br)ccc1O)N2 (configuration not stated)	-3%	11%	43%[activator][59 µM]	-24%	-12%	-11%	-6%	-23%	/
CC[C@]1(C(=O)OC)[C@H]2C(=O)N(C)C(=O)[C@H]2[C@H]2CN(C)C(=NC3CCCCC3)N21	/	/	/	/	-3%	-1%	2%	3%	9%
C[C@H](CO)N1C[C@H](C)[C@@H](CN(C)Cc2ccccc2)Oc2c(NC(=O)C3CCCCC3)cccc2C1=O	/	/	/	/	32%[activator]	-40%	?	0%	-6%
CCC(=O)N1CCc2cc(Br)cc(S(=O)(=O)CCC(=O)N3CCN(c4cccc(C(F)(F)F)c4)CC3)c21	-5%	-2%	-31%[59 µM]	25%	-24%	-8%	-8%	-10%	/
CC(=O)Nc1ccc(CN2CCCC(C(=O)c3ccc(C(F)(F)F)cc3)C2)cc1 (configuration not stated)	-6%	-3%	-11%	-1%	4%	-15%	-27%	-7%	0%
O=C(NC(=S)NC1CCS(=O)(=O)C1)c1ccccc1Br (configuration not stated)	-2%	-20%	18%	-2%	16%	-5%	-14%	-5%	50%[activator]
Cn1/c(=N/N=C/c2ccc(N3CCOCC3)cc2)sc2ccccc21	-2%	?	-38%	0%	-5%	-13%	-10%	-5%	0%
N#Cc1ccc(S(=O)(=O)N2CCN(CC(=O)Nc3ccccc3C(=O)NC3CC3)CC2)cc1	/	6%	?	/	8%	-8%	-1%	-5%	-3%
COc1ccc(CCNC(=O)c2ccc3c(c2)CCN3S(C)(=O)=O)cc1OC	3%	-1%	17%[59 µM]	18%	16%	-22%	-16%	0%	/

Rewritten as comma-separated lines: part of the list above.
mol,BLM helicase inh,BAZ2B inh,G9a inh,Pol beta inh,Pol iota inh,JMJD2A Tudor inh,POLH inh,POLK inh,APE1 inh
Cc1ccc2c(c1)-c1cc(C)nn1C(c1cc(Br)ccc1O)N2 (configuration not stated),-3%,11%,43%[activator][59 µM],-24%,-12%,-11%,-6%,-23%,/
COc1ccc(/C=N/NC(=O)CC(=O)NCc2cccnc2)cc1[N+](=O)[O-],-2%,-35%,-1%,-1%,8%,-8%,-14%,-6%,44%
CC[C@]1(C(=O)OC)[C@H]2C(=O)N(C)C(=O)[C@H]2[C@H]2CN(C)C(=NC3CCCCC3)N21,/,/,/,/,-3%,-1%,2%,3%,9%
